High-throughput results as filed in PubChem BioAssay.
OX1R antag-1 – antagonists of human orexin 1 receptor (OX1R) | Orexin/Hypocretin receptor type 1 (Homo sapiens), O43613 | OX1R-expressing cells, FRET antagonist read-out | inhibition, % at 6.6 µM | 330,000 compounds, 1.8% hits | AID 485270, 2010; in the data active = inhibition mostly above about 38%, no sharp cut-off; inactive = mostly below about 40%;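 also: 0% = agonist challenge alone and 100% = reference antagonist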
Target sequence (O43613 whole entry, looked up): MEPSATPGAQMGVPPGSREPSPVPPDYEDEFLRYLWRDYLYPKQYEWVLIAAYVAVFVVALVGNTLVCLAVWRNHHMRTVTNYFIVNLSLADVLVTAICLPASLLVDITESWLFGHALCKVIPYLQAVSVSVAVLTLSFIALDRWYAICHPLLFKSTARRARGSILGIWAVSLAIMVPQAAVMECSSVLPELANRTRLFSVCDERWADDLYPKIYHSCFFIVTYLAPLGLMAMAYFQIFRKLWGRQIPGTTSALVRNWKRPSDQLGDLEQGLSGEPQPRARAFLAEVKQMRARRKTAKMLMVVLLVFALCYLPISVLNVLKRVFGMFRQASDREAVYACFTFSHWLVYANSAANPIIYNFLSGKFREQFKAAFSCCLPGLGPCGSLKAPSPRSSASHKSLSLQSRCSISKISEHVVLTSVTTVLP
OX1R antag-2 – OX1R (HCRTR1) antagonists, primary screen, fluorescence, CHO/OX1R cells, Fluo-8 calcium, orexin A; Fluo-8 calcium fluorescence; inhibition, % at 5 µM; 330,000 compounds, 0.43% hits; AID 434989, 2010;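 active = inhibition above its plate's threshold, mean inhibition of all tested compounds on the plate plus 3 SD, cut at about 37% in these data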;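 also: 0% = orexin A challenge wells and 100% = SB-334867-A antagonist wells; not every result past the cut was called active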
* marks the source's active call; other numbers are inactive results.

OX1R antag-1	OX1R antag-2	SMILES
29	-10	O=C1CC(NS(=O)(=O)c2ccc([N+](=O)[O-])cc2)CN1c1ccc2c(c1)OCCO2 (configuration not stated)
8	-16	CCOC(=O)C1(Cc2ccc(OC)cc2)CCN(C(=O)CCc2cnccn2)CC1
14	-56	COc1ccc2[nH]c(=O)c(CN(C(=O)NC3CCCCC3)C3CCCCC3)cc2c1
9	-32	CC(=O)c1cnc(Nc2nc(C)c3cc(C)c(C)cc3n2)nc1C
14	1	Cc1cc(N/N=C/c2ccccc2[N+](=O)[O-])nc(-n2nc(C)cc2C)n1
19	-17	COc1ccc(CCNC(=O)c2ccccc2Cl)cc1OC
20	-6	Cc1nonc1C(=O)N/N=C/c1ccc(O)cc1O
6	-17	CNC[C@H](NC[C@@H](NCCCc1ccccc1)c1ccccc1)[C@H](C)O
50*	-23	CCCCn1c(N)c(N(Cc2ccccc2OC)C(=O)c2ccc([N+](=O)[O-])s2)c(=O)[nH]c1=O
13	2	COc1ccccc1CNS(=O)(=O)c1ccc(C)cc1
9	8	Cc1cc(C)cc(OCC(=O)NNC(=O)C2CCCO2)c1 (configuration not stated)
8	-35	CC(C)(C)CC(=O)Nc1nnc(CCc2ccccc2)s1
6	-21	COC(=O)c1cnc(Oc2ccc(NC(=O)NC(=O)c3c(OC)cccc3OC)cc2)cc1C(F)(F)F
37*	-13	COc1ccc(C)cc1NC(=O)C1CCCN(S(=O)(=O)c2cccs2)C1 (configuration not stated)
1	-6	CN(C)C(=O)c1ccc(NC(=O)COC(=O)Cn2cc(C(F)(F)F)ccc2=O)cc1
4	4	COc1cccc([C@H](O)Cn2cc(-c3ccc(CON=C(C)C)cc3)nn2)c1
-4	-9	Cc1ccc(C)c(S(=O)(=O)Nc2ccccc2C(=O)Nc2ccc(S(=O)(=O)Nc3ncccn3)cc2)c1
11	-2	COC(=O)c1ccccc1NCc1cc(=O)oc2cc(O)c(O)cc12
10	-8	O=C(N/C(=C\c1cccs1)C(=O)N1CCOCC1)c1ccco1
14	-17	Cc1ccc(C)c(OC(C)C(=O)Nc2nccs2)c1 (configuration not stated)

Structures above with a halogen, in the order listed:
OX1R antag-1	OX1R antag-2	SMILES
19	-17	COc1ccc(CCNC(=O)c2ccccc2Cl)cc1OC
6	-21	COC(=O)c1cnc(Oc2ccc(NC(=O)NC(=O)c3c(OC)cccc3OC)cc2)cc1C(F)(F)F
1	-6	CN(C)C(=O)c1ccc(NC(=O)COC(=O)Cn2cc(C(F)(F)F)ccc2=O)cc1

2 entries drawn at random from the list so far:
OX1R antag-1	OX1R antag-2	SMILES
10	-8	O=C(N/C(=C\c1cccs1)C(=O)N1CCOCC1)c1ccco1
50*	-23	CCCCn1c(N)c(N(Cc2ccccc2OC)C(=O)c2ccc([N+](=O)[O-])s2)c(=O)[nH]c1=O

New compounds follow:
OX1R antag-1	OX1R antag-2	SMILES
20	-4	O=C(O)CCn1c(-c2ccccc2)cc2ccccc21
0	-19	COc1cc2oc(=O)c(Br)c(C)c2c(OC)c1OC
35	-27	COc1ccccc1NC(=O)COc1ccc(/C=N/NC(=O)c2cccnc2)cc1
9	-24	Cc1ccc(CCNC(=O)CCS(=O)(=O)c2ccc(Br)cc2)cc1
9	-4	O=C(CCNS(=O)(=O)c1ccccc1)OCc1nc2ccsc2c(=O)[nH]1
12	-24	O=C(Cn1c2ccccc2c2nc3n(c(=O)c21)CCS3)Nc1ccccc1
8	-23	CCOC(=O)Cn1c2ccc(OC)cc2c2nc3ccccc3nc21
16	-18	Cc1cccc(C(=O)Nc2nnc(-c3cccnc3)o2)c1
7	12	C=CC[C@@H](Cc1ccc(F)cc1)C(=O)OC[C@H]1CCCN1C(=O)[C@@H](CC=C)CC(=O)N[C@@H](CO)Cc1ccccc1
8	1	O=S1(=O)CCN2C(c3cccc4ccccc34)=CSC2=N1
-4	-12	CC(=O)c1ccc(OC(C)C(=O)OCC(=O)NCCc2ccccc2)cc1 (configuration not stated)
-3	-9	CCOC(=O)N/N=C/c1cccnc1
14	-4	COCCCNCC#CCOc1ccc(OC)cc1
7	-24	COc1ccc(C(=O)NCC(=O)OCC(=O)c2cc(OC)c(OC)c(OC)c2)cc1OC
17	-16	CC(OC(=O)c1ccc2ncsc2c1)C(=O)N(C)C1CCCCC1 (configuration not stated)
5	-20	COc1ccc(Oc2nc(-c3ccccn3)nc3ccccc23)cc1
77*	13	COc1ccc([C@@H]2CC=C(C(=O)O)[C@H](c3cccc(Cl)c3)N2S(=O)(=O)c2ccc(C)cc2)cc1OC
48*	-8	COC(=O)c1cn(NC(=O)Cc2ccc(OC)c(OC)c2)c(=O)c2ccccc12
19	-39	CC(C)c1cc(CNC(=O)CCc2nnc(CCCCc3ccccc3)o2)on1
9	3	O=C1C=C(c2ccccc2)OC2(CCCC2)O1

Later entries.
OX1R antag-1	OX1R antag-2	SMILES
6	-14	O=C(N/N=C/c1ccc2c(c1)OCO2)C1COc2ccccc2O1 (configuration not stated)
26	-8	COc1ccccc1C1C(C(=O)c2sc(C)nc2C)=C(O)C(=O)N1CCN1CCOCC1 (configuration not stated)
7	-14	Cc1ccc(S(=O)(=O)Nc2cccc(C(=O)NCCN3CCOCC3)c2)cc1F
7	3	O=[N+]([O-])c1ccc(Oc2ccc(-c3cnc4ccccc4n3)cc2[N+](=O)[O-])cc1
25	-22	CC1(c2nnc(-c3ccc(F)cc3)o2)CC(c2ccncc2)=NO1 (configuration not stated)
25	-38	c1coc(Cn2c(SCc3nc4ccccc4[nH]3)nnc2-c2cccs2)c1
13	-8	CN(C(=O)COC(=O)c1ccccc1NC(=O)c1ccco1)C1CCS(=O)(=O)C1 (configuration not stated)
33	-23	Cc1ccc(OCc2cc(C(=O)NCC3COCCO3)no2)cc1C (configuration not stated)
14	-4	O=C(COc1ccccc1)NCC(=O)Nc1ccncc1
9	-13	CC(C)c1ccc(NC(=O)Cn2c(=O)oc3ccccc32)cc1
15	-6	CC1CCN(Cc2ccc(-c3nnn(CC(=O)Nc4ccccc4Cl)n3)cc2)CC1
4	-19	CCCN1Cc2cccc(C(=O)N3CCN(c4ccc(F)cc4)CC3)c2C1=O
9	-11	CSCCC(NS(=O)(=O)c1ccc2ccccc2c1)C(=O)OCC(=O)c1ccc(C(C)C)cc1 (configuration not stated)
28	-32	O=C(C1=C(O)C(=O)N(c2ccccc2)C1c1ccc([N+](=O)[O-])cc1)c1cccs1 (configuration not stated)
16	6	N#Cc1c(-c2ccc3c(c2)OCO3)cc[nH]c1=O
43	8	Cc1ccc2nc(NC(=O)C3CCCN(S(=O)(=O)c4cccc5nonc45)C3)sc2c1 (configuration not stated)
16	-35	CC(C)(C)C1CCC(C(=O)OCC(=O)N2CCN(C(=O)c3ccco3)CC2)CC1 (configuration not stated)
3	6	CN(C)S(=O)(=O)NCc1ccc2c(c1)OCO2
4	2	Cc1ccccc1C1c2[nH]c3ccccc3c2C[C@H]2C(=O)N(C3CCN(Cc4ccccc4)CC3)CC(=O)N12 (some centres not stated)
5	-17	O=c1[nH]c(C2CCN(S(=O)(=O)c3ccc(F)cc3)CC2)nc2c1nnn2Cc1ccc2c(c1)OCCO2

A second format for some results above:
N#Cc1c(-c2ccc3c(c2)OCO3)cc[nH]c1=O
  OX1R antag-1 = 16	OX1R antag-2 = 6

O=C(C1=C(O)C(=O)N(c2ccccc2)C1c1ccc([N+](=O)[O-])cc1)c1cccs1 (configuration not stated)
  OX1R antag-1 = 28	OX1R antag-2 = -32

O=c1[nH]c(C2CCN(S(=O)(=O)c3ccc(F)cc3)CC2)nc2c1nnn2Cc1ccc2c(c1)OCCO2
  OX1R antag-1 = 5	OX1R antag-2 = -17

More results
OX1R antag-1	OX1R antag-2	SMILES
8	-16	Cc1nn(CCC#N)c(NC(=O)c2ccc(Cl)cc2Cl)c1P(=O)(Nc1ccc([N+](=O)[O-])cc1)N1CCOCC1 (configuration not stated)
5	-2	CCOc1ccc(Oc2nc(N(CC)CC)nc(N3CCOCC3)n2)nn1
5	-23	COC(=O)[C@]1(C)N[C@H](CN(C)C(=O)Nc2ccccc2)[C@@H]2C(=O)N(Cc3ccccc3)C(=O)[C@@H]21
57	-13	COc1nc(Cl)cn(-c2ccc(Cl)cc2)c1=O
18	-23	CCc1nnc(NC(=O)C2Cc3ccccc3CN2S(=O)(=O)c2cccs2)s1 (configuration not stated)
13	-9	CC(/C=C/c1ccco1)=N/NC(=O)Cc1cccs1
9	-14	COc1ccccc1N1CCN(Cc2nc3ccccc3c(=O)n2CC(C)=O)CC1
10	-24	O=C(Cn1nnc2ccccc2c1=O)N1CCCc2ccccc21
20	-7	COCC(C)n1c(C)cc(C(=O)COC(=O)c2nc3nc(C)cc(C)n3n2)c1C (configuration not stated)
-1	-17	Cc1ccc(N2C(=O)NC3(CCCCC3)C2=O)cc1
40	-26	COc1cccc(NC(=O)c2ccc(NCCCN3CCC(C)CC3)c([N+](=O)[O-])c2)c1
15	-24	C=CCc1ccccc1OCC(=O)NNC(=S)NCc1ccccc1
14	-14	Cc1oc2c(c1C(=O)Nc1ccc(C(=O)O)cc1)CCCC2
14	-3	O=C(NC1CCCc2ccccc21)c1cccnc1 (configuration not stated)
6	-27	C=CCn1c(SCC(=O)Nc2nnc(CC)s2)nnc1-c1ccco1
12	-7	C=CCN(c1ccccc1)S(=O)(=O)c1c(C)[nH]c(=O)[nH]c1=O
13	-25	COc1c(C)cc(C(=O)C2CCCN(C(=O)c3cc4nc(C)cc(C)n4n3)C2)cc1C (configuration not stated)
29	-12	COc1ccc(C(=O)/C=C/c2ccccc2F)c(OC(=O)c2ccc([N+](=O)[O-])cc2)c1
15	-13	COc1cc(CO)ccc1Oc1nnnn1-c1ccc(C(N)=O)cc1
19	-8	COC(=O)c1c(NC(=O)Cn2nc(C(F)F)cc2C(F)F)sc(C)c1C

Compound profiles (already shown). Screens in order: OX1R antag-1	OX1R antag-2
CC(C)c1ccc(NC(=O)Cn2c(=O)oc3ccccc32)cc1 as listed: 9	-13
CNC[C@H](NC[C@@H](NCCCc1ccccc1)c1ccccc1)[C@H](C)O as listed: 6	-17
O=C(CCNS(=O)(=O)c1ccccc1)OCc1nc2ccsc2c(=O)[nH]1 as listed: 9	-4
COc1nc(Cl)cn(-c2ccc(Cl)cc2)c1=O as listed: 57	-13

Continued:
OX1R antag-1	OX1R antag-2	SMILES
6	12	O=C(NC(=S)NCc1ccc(Cl)cc1)c1ccco1
6	0	Cc1nn(CC(=O)NC2(C)CCS(=O)(=O)C2)c(C)c1S(=O)(=O)N(C)C (configuration not stated)
6	-20	O=C(Nn1c(-c2ccc(F)cc2)nc2ccccc2c1=O)c1cccnc1
8	-18	Cc1nn(C)c(C)c1S(=O)(=O)N(CC(=O)Nc1ccccn1)c1ccc(C(C)C)cc1
7	-13	O=C(CN1C(=O)C2C3C=CC(C3)C2C1=O)NC1CCCc2ccccc21 (configuration not stated)
14	-33	Cc1ccc(C(C(=O)NCc2ccco2)N(C(=O)CNC(=O)c2cccs2)c2c(C)cccc2C)cc1 (configuration not stated)
5	-15	CCC(C)(C)NC(=O)CN(C(=O)c1ccc(N2CCCC2)nc1)c1ccc(F)cc1
30	-28	COc1cccc2cc(C(=O)NCCc3c[nH]c4ccccc34)c(=O)oc12
9	13	COc1ccc(NC(=O)C2CC(c3cccc(Br)c3)=NO2)cc1OC (configuration not stated)
26	-12	O=C(C(Cc1ccc(Cl)cc1)NS(=O)(=O)c1ccccc1)N1CC[C@@]2(O)CCCC[C@H]2C1 (some centres not stated)
12	-38	O=C(NCc1ccco1)c1cccn2c(=O)c3c4c(sc3nc12)CCCC4
16	-6	CCc1ccc([C@@H]2CC=C(C(=O)O)[C@H](c3ccc(F)cc3)N2S(=O)(=O)c2ccc(C)cc2)cc1
16	-8	O=C(CSc1ncn[nH]1)Nc1nc(-c2ccccc2)cs1
12	-15	COc1ccc(CNS(=O)(=O)c2ccc(F)c(C(=O)Nc3ccccc3OC)c2)cc1
14	4	Cc1ccc2cc(C(c3nnnn3C(C)(C)C)N3CCCCCC3)c(=O)[nH]c2c1 (configuration not stated)
40	-12	Cc1ccc(S(=O)(=O)Nc2ccc3c4c(cccc24)CC3)c(C)c1
-4	-8	CCOC(=O)NC(=O)c1cn(Nc2ccccc2C(F)(F)F)c(=O)[nH]c1=O
20	-18	COc1cccc(N/C=C/C(=O)c2ccc(OC)c(OC)c2)c1
12	-10	COc1ccccc1NC(=O)Cn1nnc(-c2ccccc2NC(=O)c2cnccn2)n1
4	-28	O=C(COC(=O)c1ccccc1O)Nc1cccc(S(=O)(=O)NC2=NCCCCC2)c1

(listing goes on)
OX1R antag-1	OX1R antag-2	SMILES
4	-16	Cc1ccc(OCc2n[nH]c(=S)n2-c2ccccc2)cc1
5	-25	CCN(Cc1ccccc1)C(=O)c1cc2c(OC)c(OC)c(OC)cc2[nH]1
21	45*	COc1cc2ccccc2cc1C(=O)Nc1ccc(Cc2ccncc2)cc1
1	11	OC(CNCC1CCCO1)Cn1c2ccc(Br)cc2c2cc(Br)ccc21 (configuration not stated)
8	-23	COc1cc(NC(=O)c2cccs2)cc(OC)c1
12	-20	CC1CCCC(C)N1C(=O)Cn1nnc(-c2ccc([N+](=O)[O-])cc2)n1 (configuration not stated)
12	-27	CCCOc1cccc(C2C(C(=O)c3ccc(C)o3)=C(O)C(=O)N2c2nc(C)c(C(C)=O)s2)c1 (configuration not stated)
1	-3	CC(C)N1CCC(N2CCN(C3CCCCC3)CC2CCO)CC1 (configuration not stated)
7	-2	Cc1nc2cc(NC(=O)NCc3ccco3)ccc2o1
16	-12	O=C(CCc1nc2ccccc2c(=O)[nH]1)OCc1ccccc1F
3	0	CN(Cc1ccccc1)C(=O)c1ccc(NC(=O)Cc2cccc(NC(=O)C3CCN(C(=O)C4CC4)CC3)c2)cc1
6	-14	S=C(NCC1CCCO1)N1CCN(c2ccccc2)CC1 (configuration not stated)
58*	-7	O=[N+]([O-])c1cnccc1Nc1ccccc1
21	-10	CCCC(=O)NC(=S)Nc1nc(-c2ccc(OC)cc2)cs1
